# XiGFP reactiv: activators of X-chromosome reactivation in mouse fibroblasts; XiGFP mouse fibroblasts, % GFP-positive cells imaging, 3 d; cells co-treated with 5-aza-dC sensitizer; scaled so ellipticine positive control = 100%; activation, % at 7.58 µM; hit rate 0.055% among 360,000; AID 743238;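 active = mean normalized replicate activation at least 10% and every replicate at or above 10%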;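 also: 0% = median of on-plate neutral control wells and 100% = ellipticine 6 µM median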
#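 System: 68-5-11 XiGFP fibroblast line | Buffer or medium: DMEM containing 5-aza-dC | Compound: Single point | Times: Compounds 3 days, fix/stain 15 min at room temperature | Benchmarks: Positive control ellipticine, 6 µM final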
# DENV2 CPE rescue: inhibitors of DENV2 cytopathic effect | DENV2-infected cells, cytopathic effect rescue, plate reader | hit rate 1.7% among 350,000 | AID 651640 | CPE inhibition, % at 9.99 µM; in the data active = CPE inhibition above about 20%, passing the limit was not always enough; tested in BHK-21 cells;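 also: 0% = median of neutral control wells and 100% = median of positive control wells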
# GSIS activator: primary screen for activators of insulin secretion dependent on glucose, INS-1E cells, GLuc reporter luminescence; INS-1E GLuc reporter insulin secretion, 2-3 h; hit rate 0.61% among 370,000; activation, % at 16.6 µM;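 active = lowest replicate activation of at least 40%, so every replicate reaches that level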;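 also: 0% = median of neutral control wells and 100% = median of IBMX positive control wells; some compounds called inactive have numbers as strong as hits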
# RAD54 inh: inhibitors of human RAD54 branch migration; Q92698; RAD54 Holliday junction branch migration, FAM/BHQ fluorescence; inhibition, % at 10.4 µM; hit rate 0.14% among 360,000; AID 602329;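 active = mean normalized replicate activity at least 40 and at least half of replicates scoring 40 or more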;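 also: 0% = median of neutral control wells and 100% = median of positive control wells; inhibitors cause a drop in the FAM fluorescence signal; in these data hits start at about 50%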
# Target sequence (Q92698 whole entry, looked up): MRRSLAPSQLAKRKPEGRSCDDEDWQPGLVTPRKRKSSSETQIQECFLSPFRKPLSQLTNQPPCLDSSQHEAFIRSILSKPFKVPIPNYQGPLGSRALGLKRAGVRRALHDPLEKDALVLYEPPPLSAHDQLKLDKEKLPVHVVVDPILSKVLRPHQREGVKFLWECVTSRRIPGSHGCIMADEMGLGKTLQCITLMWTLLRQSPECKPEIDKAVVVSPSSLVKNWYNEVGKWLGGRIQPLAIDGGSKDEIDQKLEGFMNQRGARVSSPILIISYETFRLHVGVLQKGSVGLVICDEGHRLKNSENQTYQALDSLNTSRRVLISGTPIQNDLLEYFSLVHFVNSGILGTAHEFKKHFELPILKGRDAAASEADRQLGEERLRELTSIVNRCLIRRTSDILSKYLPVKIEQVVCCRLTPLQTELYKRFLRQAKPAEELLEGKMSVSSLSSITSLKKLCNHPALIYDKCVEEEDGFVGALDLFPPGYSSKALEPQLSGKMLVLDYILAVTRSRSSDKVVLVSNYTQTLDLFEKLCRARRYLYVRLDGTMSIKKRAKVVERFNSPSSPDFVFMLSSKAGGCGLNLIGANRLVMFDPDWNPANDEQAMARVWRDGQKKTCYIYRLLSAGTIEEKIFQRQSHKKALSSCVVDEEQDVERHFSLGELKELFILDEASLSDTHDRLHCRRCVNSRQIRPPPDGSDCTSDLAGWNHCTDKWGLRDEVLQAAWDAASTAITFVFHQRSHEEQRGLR
# CASP6 VEID inh: caspase-6 (human) enzyme inhibition; P55212; purified caspase-6, Z-VEID-R110 cleavage fluorescence; inhibition, % at 12.5 µM; hit rate 0.53% among 350,000; AID 686996;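 active = mean inhibition across replicates at least about 35%, with every replicate also reaching that limit, limit read from the data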;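 also: 0% = median of neutral control wells and 100% = no fluorescence left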
# E-selectin induc: E-selectin induction on HUVECs; HUVEC E-selectin immunofluorescence imaging; normalized: neutral wells 0, TNF-alpha wells 100; activation, % at 7.58 µM; hit rate 0.37% among 260,000; AID 686992;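 active = mean E-selectin-positive cell signal at least 10% of the positive control, reached in at least 60% of replicates, without over 20% cell loss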;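 also: in these data hits start at about 27%; measured in HUVEC primary endothelial cells; signal is the percent of cells scored E-selectin positive by PE staining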
#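 Assay system: HUVEC, human umbilical vein endothelial cells / Amount: 3,000 HUVEC/well / Controls: TNF-alpha positive control, DMSO neutral control / Compound dosing: single concentration / Medium: EGM-2 over gelatin coat / Evaluation: percent E-selectin-positive cells / Signal: immunofluorescence imaging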
# RAD52 anneal inh: RAD52 (human) annealing inhibition. hit rate 0.46% among 360,000. P43351. recombinant RAD52 DNA annealing, FRET fluorescence. AID 651710. inhibition, % at 18.7 µM;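 active = every replicate showing at least 50% inhibition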
# CFTR F508del cor: correctors of CFTR F508del function in bronchial epithelial cells. CFBE cells, YFP halide quenching; stimulated with forskolin plus potentiator P3; % fluorescence drop versus neutral controls. activity (quench increase), % at 7.58 µM. hit rate 0.36% among 350,000. AID 720511;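 active = mean added fluorescence quench of at least 8% versus neutral control, with both replicates also reaching 8%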;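 also: cells transiently co-express mutant CFTR-F508del with the halide-sensitive YFP; corrector assay measuring rescue of mutant channel to the surface after 24 h compound exposure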
# Starred values were filed as active, the others as inactive; · = no result given.
(1) C#CCOCCOCCOCCNc1nc(N2CCN(C(=O)[C@H](CO)n3cc([C@@H](N)C(C)C)nn3)CC2)nc(N2CCN(C(=O)[C@H](CCC(=O)O)n3cc([C@@H](N)[C@H](C)CC)nn3)CC2)n1
(2) C[C@@H]1CCCCO[C@@H](CN(C)C(=O)Cc2ccccc2)[C@H](C)CN([C@@H](C)CO)C(=O)c2cc(NC(=O)Nc3ccc(C(F)(F)F)cc3)ccc2O1
(3) CO[C@H]1CN(C)C(=O)c2ccc(NC(=O)C3CCC3)cc2OC[C@H](C)N(C(=O)NC(C)C)C[C@@H]1C
(4) C=C(C(=O)O)C(CCCCCC)C(=O)O (stereo not drawn)
(5) Cc1noc(C)c1S(=O)(=O)Nc1ccc2c(c1)C(=O)N([C@H](C)CO)C[C@H](C)[C@@H](CN(C)C(=O)Nc1ccccc1)OCCCC[C@@H](C)O2
(6) COc1ccc(C(C)=O)cc1CSc1nc2cc(C(=O)O)ccc2c(=O)n1Cc1ccccc1
(7) CC(=O)c1ccc(OCC(=O)NC(=O)NC2CCCCC2)cc1
(8) O=C(NCc1nnc(SCc2ccccc2)n1-c1ccc(F)cc1)C12CC3CC(CC(C3)C1)C2
(9) Cc1ccccc1-n1ncc2c1CC(C)(C)CC2NC(=O)CN1CCCC1=O (stereo not drawn)
(10) CC(C)NC(=O)C1CCN(c2ccc(S(=O)(=O)N3CCOCC3)cc2Cl)CC1

Assay by compound	1	2	3	4	5	6	7	8	9	10
XiGFP reactiv	-0.1	-0.2	0.6	·	0.0	0.0	0.0	0.7	0.0	0.1
DENV2 CPE rescue	-12.9	-8.9	10.6	89.9*	-6.4	5.5	-3.6	-0.3	11.1	·
GSIS activator	4.3	5.0	-5.5	·	-0.3	30.7	-16.5	-67.3	12.3	18.2
RAD54 inh	-8.0	-1.3	·	7.6	-1.6	·	7.9	4.6	-1.0	6.3
CASP6 VEID inh	-10.6	-0.7	2.3	2.5	1.1	11.0	-6.0	4.4	1.0	-7.8
E-selectin induc	0.1	0.9	0.5	·	-0.2	0.0	0.0	-0.2	-0.7	2.1
RAD52 anneal inh	-5.1	-34.3	5.0	-17.4	-83.8	-7.4	-7.8	21.5	-2.8	-6.5
CFTR F508del cor	-1.4	3.3	-1.0	0.5	-0.9	·	0.6	·	0.7	-1.2

(11) CNC[C@H]1Oc2cc(C#Cc3ccc(F)cc3)ccc2S(=O)(=O)N([C@@H](C)CO)C[C@@H]1C
(12) Cc1nc(C(F)(F)F)ccc1C(=O)N1CCC1(C)C(=O)NS(=O)(=O)c1ccccc1Cl (stereo not drawn)
(13) COc1ccc(-n2c(C)c(C)c3c(NCCCN(C)C)ncnc32)cc1
(14) CC(=O)N(C)C[C@@H]1Oc2ncc(C#C[C@H](C)O)cc2C(=O)N([C@@H](C)CO)C[C@H]1C
(15) COc1cccc(NC(=O)CN2C(=O)NC3(CCCc4ccccc43)C2=O)c1 (stereo not drawn)
(16) CCN(CC)N=Nc1ccc(S(N)(=O)=O)cc1
(17) CN(C)c1ccc(CNC(=O)CC[C@H]2O[C@@H](n3cnc4c(NC(=O)c5ccccc5)ncnc43)[C@H](O)[C@@H]2O)cc1
(18) CN(C)CCCNC(=O)C[C@H]1CC[C@@H]2[C@H](COc3ccc(NC(=O)c4ccc5c(c4)OCO5)cc3C(=O)N2C)O1
(19) CCc1nnc(NC(=O)CCC(=O)Nc2ccc(Cl)cc2)s1
(20) CCOC(=O)C1=CN(Cc2cccc(F)c2)S(=O)(=O)N(C)C1c1ccc(F)c(Cl)c1 (stereo not drawn)

Assay by compound	11	12	13	14	15	16	17	18	19	20
XiGFP reactiv	0.6	0.3	0.0	-0.1	-1.1	0.0	0.6	0.2	0.0	-0.1
DENV2 CPE rescue	-6.3	3.3	2.1	-5.2	4.9	·	2.9	4.5	-4.6	-14.6
GSIS activator	-4.0	3.2	-0.7	-19.5	·	8.2	10.0	13.6	8.2	-10.0
RAD54 inh	7.7	2.2	9.9	-5.0	-4.1	·	3.5	7.2	·	8.2
CASP6 VEID inh	-0.4	-6.5	-1.6	1.8	2.9	0.9	0.3	-5.4	1.4	0.5
E-selectin induc	0.2	0.3	-0.1	-0.3	-0.6	·	1.6	-0.1	0.4	0.1
RAD52 anneal inh	35.7	-10.6	1.7	10.5	-16.6	-8.4	-5.9	7.5	-10.1	-11.4
CFTR F508del cor	-1.8	1.5	0.8	1.9	-3.8	5.0	0.2	1.2	-1.6	-0.2

(21) COc1cc(CC(NC(C)=O)C(=O)NC2CCN(C(=O)c3ccc(C)cc3)CC2)cc(OC)c1 (stereo not drawn)
(22) Cc1ccccc1C(=O)NNC(=O)CN1C(=O)c2ccccc2C1=O
(23) Cc1nc2c(OCc3ccc(C#N)cc3)cccn2c1N(C)C(=O)CCC1CCCC1
(24) COc1cccc(NC(=O)C[C@H]2CC[C@H]3[C@H](COc4ccc(NC(=O)C5CCCCC5)cc4C(=O)N3C)O2)c1
(25) Cc1cc(NC(=O)C(Cl)c2ccccc2)no1 (stereo not drawn)
(26) O=C(NCCS(=O)(=O)N1CCN(c2ccc(F)cc2)CC1)c1ccco1
(27) CC(C)NC(=O)N(C)C[C@@H]1Oc2ncc(C#CC3CC3)cc2C(=O)N([C@@H](C)CO)C[C@H]1C
(28) O=C(C[C@@H]1CC[C@H]2[C@@H](COC[C@@H](O)CN2C(=O)c2ccncc2)O1)NC1Cc2ccccc2C1
(29) CCCOP(=O)(c1ccccc1)c1ccccc1
(30) C/C(=N/NC(=O)C1CC1(c1ccccc1)c1ccccc1)c1ccco1 (stereo not drawn)

Assay by compound	21	22	23	24	25	26	27	28	29	30
XiGFP reactiv	-0.1	0.1	-0.1	0.7	1.3	0.2	-0.6	0.0	0.0	0.0
DENV2 CPE rescue	2.6	-0.7	-3.4	2.5	-2.7	0.1	4.1	-1.3	0.0	0.3
GSIS activator	-6.0	19.6	-9.8	-8.4	6.8	0.2	28.7	19.8	4.7	-1.6
RAD54 inh	-2.6	·	1.2	-5.5	1.7	·	1.9	5.2	-3.1	-7.6
CASP6 VEID inh	2.0	-2.3	-0.7	2.7	0.1	2.7	1.1	1.1	0.4	0.3
E-selectin induc	0.1	·	-0.2	0.3	-1.9	·	-0.7	0.1	·	-1.1
RAD52 anneal inh	-9.0	-7.5	-11.2	-12.3	-15.7	-4.7	0.4	7.9	-18.7	-11.1
CFTR F508del cor	-0.2	1.0	-0.8	2.2	-1.0	3.0	-0.4	-1.1	-0.9	2.3

# Compound activity from PubChem BioAssay.
